Compound activity as filed in PubChem BioAssay.
NPY1 pot ag – human NPY-Y1 potentiation or agonism, primary screen; P25929; NPY-Y1 expressing cells, potentiator/agonist activation; activation, % at 3.6 µM; 0.37% of 220,000 active; in the data active means activation above about 33%, passing the limit was not always enough;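 further: cells stimulated with NPY at EC10 then isoproterenol at EC100; 0% = low agonist plus stimulus and 100% = saturating agonist plus stimulus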
NPY-Y1 antag – NPY-Y1 (human) receptor antagonism. inhibition, % at 3.6 µM. 1% of 200,000 active. HEK293-CNG Y1 cells, membrane potential fluorescence; NPY at EC95, then isoproterenol. P25929;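 active means inhibition above the campaign mean inhibition of all tested compounds plus 3 SD, cut at about 20% in these data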;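 further: 0% = DMSO wells given NPY plus isoproterenol and 100% = isoproterenol alone without NPY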
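Material: Y1- and CNG-channel-expressing HEK293 cells / Probe or stimulus: NPY 25 nM then isoproterenol 1 µM plus Ro 20-1724 25 µM / Doses: 3.6 µM single dose, DMSO 0.4% / Schedule: compound incubation 1 h at room temperature, readout 45 min post-stimulation / Signal: membrane potential fluorescence / Benchmarks: isoproterenol-only wells as full block versus NPY-plus-isoproterenol wells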
PGE2 EP2 inh – inhibitors of human EP2 prostaglandin E2 receptor. inhibition, % at 25 µM. 0.52% of 260,000 active. C6 glioma cells expressing human EP2, cAMP TR-FRET; cells stimulated with saturating PGE2. AID 1422;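 active means percent inhibition above 40 after rounding to a whole number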;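 further: rat C6 glioma host cells with rolipram phosphodiesterase inhibitor present; the protocol text gives 20 µM as final concentration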
Target sequence (P43116 whole entry, looked up): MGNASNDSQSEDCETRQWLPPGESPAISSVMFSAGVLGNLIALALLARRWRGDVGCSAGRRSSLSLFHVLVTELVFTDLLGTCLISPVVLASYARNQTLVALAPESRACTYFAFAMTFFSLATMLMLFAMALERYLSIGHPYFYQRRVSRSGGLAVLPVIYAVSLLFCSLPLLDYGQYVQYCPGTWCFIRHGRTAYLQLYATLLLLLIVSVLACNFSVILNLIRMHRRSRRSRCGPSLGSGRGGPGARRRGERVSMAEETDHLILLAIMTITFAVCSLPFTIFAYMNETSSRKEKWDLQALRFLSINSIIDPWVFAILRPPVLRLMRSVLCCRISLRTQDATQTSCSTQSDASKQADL
NPY2 pot ag – potentiators or agonists of human neuropeptide Y receptor Y2; cells expressing NPY-Y2, potentiator/agonist read-out; activation, % at 3.6 µM; 0.45% of 220,000 active; AID 1359; in the data active means activation above about 27%;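 further: cells stimulated with NPY near EC25 plus isoproterenol at EC100; 0% = vehicle plus submaximal agonist and 100% = vehicle plus saturating agonist; some results beyond the cut were filed as inactive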
S1P4 antagonist – human S1P4 receptor antagonism. O95977. S1P4-expressing cells, antagonist mode, reporter read-out. inhibition, % at 4.98 µM. 0.26% of 220,000 active; in the data active means inhibition above about 29%;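 further: 0% = wells stimulated with agonist and 100% = vehicle wells without agonist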
Target sequence (O95977 whole entry, looked up): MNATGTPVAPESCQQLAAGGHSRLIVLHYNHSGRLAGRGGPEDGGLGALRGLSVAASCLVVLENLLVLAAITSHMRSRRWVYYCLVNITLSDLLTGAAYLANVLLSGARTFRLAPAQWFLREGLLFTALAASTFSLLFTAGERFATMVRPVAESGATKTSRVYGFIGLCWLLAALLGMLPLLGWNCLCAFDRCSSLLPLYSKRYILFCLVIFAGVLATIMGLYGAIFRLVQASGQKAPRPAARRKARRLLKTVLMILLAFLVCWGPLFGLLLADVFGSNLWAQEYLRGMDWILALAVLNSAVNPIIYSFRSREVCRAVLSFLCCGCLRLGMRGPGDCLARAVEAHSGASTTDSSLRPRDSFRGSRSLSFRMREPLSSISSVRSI
EP2 mod – EP2 receptor (human) modulation; EP2-expressing cells, cAMP HTRF FRET, PGE2 co-stimulation; induction, % at 25 µM; 0.83% of 260,000 active; AID 940;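 active means compounds whose cAMP rise, as percent of the full-agonist control response, exceeds 60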;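 further: rat C6 glioma line stably carrying human EP2 under a CMV promoter; the protocol text gives 20 µM as final concentration; 100% = response of wells given 1 µM PGE2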
S1P4 agonist – human S1P4 receptor agonism | O95977 | S1P4-expressing cell line, agonist reporter assay | activation, % at 4.98 µM | 0.35% of 220,000 active | AID 1509; in the data active means activation above about 11%;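 further: 0% = DMSO vehicle and 100% = reference agonist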
p97 inhibitor – human p97 ATPase inhibition | P55072 | recombinant p97 ATPase, Kinase-Glo ATP luminescence, 3 h | inhibition, % at 8 µM | 0.42% of 220,000 active; in the data active means inhibition above about 15%;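 further: 0% = DMSO vehicle and 100% = wells lacking enzyme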
eIF4E-4G inh – blocks eIF4E binding to eIF4G; P63073+Q04637; TR-FRET eIF4E-eIF4GI(517-606) binding, 2 h; inhibition, % at 21.7 µM; 0.37% of 220,000 active;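 active means inhibition above about 30%, limit read from the data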;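 further: 0% = full FRET control wells and 100% = background wells lacking eIF4GI fragment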
An asterisk follows results filed as active; nt = no result given; & = joins results of further samples; [ ] = dose if it differs, or a comment.

SMILES	NPY1 pot ag	NPY-Y1 antag	PGE2 EP2 inh	NPY2 pot ag	S1P4 antagonist	EP2 mod	S1P4 agonist	p97 inhibitor	eIF4E-4G inh
CCOc1ccc(NC(=O)c2ccc(NC(=S)NC3CC3)cc2)cc1	5.5	-1.4	2.8	0.7	-14.7	-28.4	2.9	1.5	-2.7
CN1CCN(c2ccc([N+](=O)[O-])cc2NC(=O)c2ccccc2)CC1	3.8	-0.2	8.6	-4.3	-4.6	-3.9	0.5	6.8	-5.8
COC(=O)c1[nH]c2ccc(C)cc2c1NC(=O)CN1CCCc2ccccc21	-41.3	-4.0	3.9	5.6	18.5	-15.0	-2.3	5.5	-41.5[fluorescence artefact?]
Cc1nc(-c2ccccc2)sc1C(=O)/C=C/c1ccc(Cl)cc1	3.5	4.8	5.5	-2.5	5.7	1.8	2.3	1.9	4.0
Cc1cccc(NCc2nc3ccccc3n2C)c1	-18.1	1.7	13.7	5.2	-5.7	1.0	-1.8	-6.1	0.3
CCN(CC)S(=O)(=O)c1cccc(NC(=O)COC(=O)C2COc3ccccc3O2)c1 (stereo not given)	7.6	-1.6	7.7	-9.7	-15.4	18.2	3.0	3.8	14.5[fluorescence artefact?]
CCN(CC)c1ccc(NC(=O)OC)cc1	2.4	-0.5	nt	-3.8	-9.0	12.8	0.1	-3.7	4.8
CC(C)CCN1CCN(Cc2ccc(N3CCNC3=O)cc2)CC1CCO (stereo not given)	-3.8	4.0	0.5	-6.8	-10.8	-11.1	0.6	0.9	1.1
CCN(CC(=O)NCc1ccc(Cl)cc1)C(=O)c1ccc(S(=O)(=O)N(C)C)cc1	-0.1	0.8	1.1	8.2	-12.4	-5.0	1.7	1.9	2.2
O=C(Nc1ccccc1)c1cc(N2CCOCC2)nc2ccccc12	-7.7	4.7	12.0	-2.5	3.1	-16.0	2.1	2.3	nt

Complete entries from above.
Cc1cccc(NCc2nc3ccccc3n2C)c1 is listed as NPY1 pot ag = -18.1; NPY-Y1 antag = 1.7; PGE2 EP2 inh = 13.7; NPY2 pot ag = 5.2; S1P4 antagonist = -5.7; EP2 mod = 1.0; S1P4 agonist = -1.8; p97 inhibitor = -6.1; eIF4E-4G inh = 0.3
CN1CCN(c2ccc([N+](=O)[O-])cc2NC(=O)c2ccccc2)CC1 is listed as NPY1 pot ag = 3.8; NPY-Y1 antag = -0.2; PGE2 EP2 inh = 8.6; NPY2 pot ag = -4.3; S1P4 antagonist = -4.6; EP2 mod = -3.9; S1P4 agonist = 0.5; p97 inhibitor = 6.8; eIF4E-4G inh = -5.8

New compounds follow
SMILES	NPY1 pot ag	NPY-Y1 antag	PGE2 EP2 inh	NPY2 pot ag	S1P4 antagonist	EP2 mod	S1P4 agonist	p97 inhibitor	eIF4E-4G inh
COc1ccc(NC(=O)/C=C/c2ccc(OC)c(OC)c2)cn1	-9.6	2.3	8.1	-5.9	-3.5	-51.0	1.4	-1.9	-3.3
Cc1nn(C)cc1/C=N/NC(=O)c1ccc2c(c1)OCO2	-5.9	1.5	5.8	-14.2	15.0	-16.9	0.2	-3.4	-5.0
O=C(c1ccco1)N1N=C(c2ccccc2)CC1c1ccc2nccnc2c1 (stereo not given)	-13.2	nt	7.1	-3.8	-1.9	2.5	-0.6	0.2	0.6
O=C(COC(=O)/C=C/C(=O)OCC(=O)Nc1ccccc1F)Nc1ccccc1F	-2.4	nt	12.8	-8.7	12.6	-51.2	1.9	8.9	0.5
CCOC(=O)Cn1c(=O)oc2cc(S(=O)(=O)N3CCC(N4CCCCC4)CC3)ccc21	-3.6	2.3	9.1	-14.5	-9.2	-9.8	-0.3	-6.9	0.3
O=C1c2cccnc2C(O)N1Cc1ccccc1 (stereo not given)	1.5	-5.1	8.6	4.5	4.7	11.3	1.9	0.1	-4.6
COc1ccc(N2CCN(C(=S)Nc3cccc(C)c3)CC2)cc1	3.8	6.7	-1.3	-5.2	-14.7	-34.4	-0.9	-2.2	3.0
Cc1cc(S(=O)(=O)Nc2c(C)ccc3nsnc23)ccc1F	-7.5	8.2	8.4	-2.0	12.1	21.0	3.1	0.0	0.7
CCOC(=O)C1CCCN(C(=O)c2c(-c3ccccc3Cl)noc2C)C1 (stereo not given)	-18.7	0.1	3.8	-7.6	-0.1	5.9	1.4	-4.8	1.7
CCOc1ccc2nc(NS(=O)(=O)c3ccc(NC(C)=O)cc3)sc2c1	-0.2	0.0	7.6	4.7	8.4	-4.5	-1.3	6.1	0.4
Cc1cc(C)c2c(n1)sc1c(N3CCCCC3)ncnc12	0.8	nt	8.3	-15.4	0.1	25.0	0.2	4.5	1.2
O=C(NCC(=O)N(c1ccccc1)C(C(=O)NC1CCCC1)c1cccnc1)c1ccco1 (stereo not given)	-3.9	-0.4	6.4	-10.2	-17.9	27.9	-1.8	11.9	1.3
COC(=O)c1cn(NC(=O)c2cccc(F)c2)c(=O)c2ccccc12	-27.9	8.6	12.4	-0.3	11.6	30.4	-1.3	-2.6	2.7
CCOC(=O)c1ccc(NC(=O)C2CCN(S(=O)(=O)CC)CC2)cc1	-15.9	-2.4	10.8	-2.9	5.3	5.4	0.7	-0.8	-3.5
Cn1c(SCc2ccc3c(c2)OCO3)nnc1-c1ccccc1	-6.3	9.1	11.1	-0.8	12.6	17.9	-1.1	3.7	-4.5
CCN1CCc2c(sc(NC(=O)c3ccc(S(=O)(=O)N4CCOCC4)cc3)c2C(N)=O)C1	15.1	-2.7	13.3	-2.5	-4.5	1.8	-1.3	4.0	4.3
CCCCNS(=O)(=O)c1ccc2nc(-c3cccnc3)cc(C(=O)NCCCOCC)c2c1	12.1	-0.7	9.3	12.9	-31.0	4.4	1.1	3.5	-2.0
Cc1csc(-c2coc3cc(O)cc(C)c3c2=O)n1	24.7	-6.6	11.8	16.8	14.1	-21.4	-0.8	5.5	2.9
O=C(COC(=O)Cc1ccc(Br)cc1)Nc1c(F)c(F)c(F)c(F)c1F	-35.6	2.5	12.9	-15.2	4.2	5.0	1.7	-3.8	-5.1
C=CCn1c(C)cc(C(=O)CSc2n[nH]c(N)n2)c1C	26.5	14.3	7.6	5.4	13.3	14.3	-0.3	2.4	-6.8
CCN(CC)CCCN(Cc1cc2cc3c(cc2[nH]c1=O)OCO3)C(=O)Nc1ccccc1OC	6.5	9.3	20.1	2.1	-11.1	8.6	0.1	9.8	9.8
COc1cc(OC)c(C2C(C#N)=C(N)Oc3cc(C)n(CCCN4CCOCC4)c(=O)c32)cc1OC (stereo not given)	-7.6	1.1	10.8	4.3	1.9	15.7	1.7	-2.3	-1.6
Cc1cc(OCC(=O)Nc2ccc(S(=O)(=O)NC3=NCCCCC3)cc2)c(C(C)C)cc1Cl	-4.9	5.2	7.3	18.9	-4.4	42.4	-0.4	-3.6	1.1
CC(=O)Nc1ccc2oc(C)nc2c1	5.0	-1.7	7.9	3.4	-8.2	25.7	0.6	3.5	2.1
Cc1ccc(CCNC(=O)C2CCN(S(=O)(=O)c3ccc4c(c3)CCC(=O)N4)CC2)cc1	12.0	-1.9	14.9	8.9	-9.2	-14.8	0.9	1.7	0.4
Nn1c(SC/C=C/c2ccccc2)nnc1-c1cccnc1	2.8	1.4	3.2	-11.8	-12.8	-2.4	0.3	0.1	-2.4
Cc1nc2ccccc2n1/C(=N\S(=O)(=O)c1ccccc1)c1ccccc1	0.3	-4.2	9.2	-5.9	-14.2	15.4	-1.2	6.2	4.5[fluorescence artefact?]
CCc1nnc(NC(=O)CN2C(=O)/C(=C/c3cc(OC)c(OC)c(OC)c3)SC2=S)s1	-28.8	8.0	0.6	-8.2	-16.5	-1.2	0.2	11.4	6.7
COc1ccc(OCC(O)COc2ccc(C(=O)O)cc2)cc1 (stereo not given)	-3.9	4.6	1.8	10.5	-8.3	-2.2	0.2	4.4	5.5[fluorescence artefact?]
CC(=O)c1c(C)n(C)c2ccc(OC(=O)c3ccco3)cc12	-8.5	2.2	15.3	-5.5	6.1	-21.3	0.2	4.1	4.9
C=CCC(C#Cc1ccc(C)cc1)N(CC)CC (stereo not given)	-16.7	-0.4	10.4	-1.7	-12.5	15.4	0.2	-4.4	2.5
O=C(NN=C1CCN(Cc2ccccc2)CC1)c1ccccc1	-1.7	4.1	2.4	12.0	-24.3	12.1	1.7	-6.4	-0.4[fluorescence artefact?]
Nc1n[nH]c2ccccc12	-8.9	2.1	14.1&5.0	-0.1	0.4	-41.8&6.5	-1.4	0.2	-2.2
COc1cc(NC(=O)c2ccc3c(SCC(=O)O)c4c(nc3c2)CCCC4)cc(OC)c1OC	3.2	1.0	11.9	-0.2	-9.2	19.0	1.8	3.0	-2.4
Cc1ccccc1C(=O)N1CCN(c2ccc(NC(=O)c3ccco3)cc2Cl)CC1	-8.3	-4.8	12.2	-13.4	27.1	-31.3	0.8	1.4	-11.1
O=C(Nc1cccc2ccccc12)c1onc2c1CCCC2	-2.4	13.3	11.3	-20.3	17.3	7.5	1.4	-6.2	-9.6
O=C(Cn1cc2c(n1)CCCC2)NCCCN1CCN(c2ccccc2F)CC1	4.2	5.8	9.3	6.1	-11.9	7.1	-1.5	-5.8	-10.3
CCOC(=O)C1(Cc2ccc(OC)cc2)CCN(C(=O)c2sc(C)nc2C)CC1	-1.7	-4.4	4.2	-17.2	0.8	-16.1	-0.9	-8.7	1.4
Nc1c(-c2ccccc2)cnn1-c1ccc(C(=O)O)cc1	-0.8	-1.1	5.4	-14.3	-6.4	12.1	0.8	-4.0	9.6[fluorescence artefact?]
CCc1ccc(CNc2ccc3c(c2)ncn3C)cc1	11.2	-1.5	8.1	6.1	-17.9	-42.7	-2.3	0.9	nt
CCCc1nc2c(C)ccc(C)c2c(N)c1CC	6.3	5.3	8.3	2.5	-18.7	-11.6	-1.6	-2.4	-8.3
OCCC1CN(Cc2ccc3c(c2)CCO3)CCN1Cc1ccc(F)cc1 (stereo not given)	-16.6	5.0	5.7	-6.1	-10.0	-8.2	2.4	-1.2	1.3
Cc1cccc(N(CC(=O)NC2CCCC2)C(=O)CCCC(=O)Nc2ccccn2)c1	13.4	5.6	-1.0	6.2	6.1	7.3	0.9	2.4	-1.1
Cc1noc(C)c1CS(=O)(=O)c1ccc(Br)cc1	-13.6	10.8	nt	-4.9	-14.4	-6.4	2.6	-4.0	1.2
CCOc1ccc(Oc2cc(N)cc([N+](=O)[O-])c2)cc1	6.7	-1.7	3.0	11.8	-20.4	-19.6	1.1	6.3	1.3
COc1cc(CNCc2ccc(OC)c(OC)c2OC)cc(OC)c1	-31.2	2.0	2.3	-0.8	-15.5	-39.8	0.1	-8.7	-2.5
Cc1cc(C)c(S(=O)(=O)N2C=CC(C(F)(F)F)=NCC2)c(C)c1	6.0	4.2	17.1	-5.6	-9.8	-17.8	-0.2	-0.6	-1.3
Nc1nc(SC23CC4CC(CC(C4)C2)C3)ns1	13.6	nt	3.7	-8.5	-6.9	45.5	-0.4	4.6	-7.3
O=[N+]([O-])c1ccccc1S(=O)(=O)NCCc1ccncc1	13.6	4.5	5.2	-5.2	-4.4	3.3	0.0	2.3	-2.4
CCOC(=O)c1c(NC(=O)C(=O)N/N=C/c2ccccc2O)sc2c1CCCCC2	-2.7	14.3	5.1	2.6	-16.3	5.0	0.2	-6.4	-0.4[fluorescence artefact?]
CC(=O)N1CCN(C2=NC(=O)C(=C3CCCCC3)S2)CC1	-35.4	3.9	6.2	-3.4	-8.5	32.2	0.6	-0.1	-2.3

Not all compounds are listed. The share of hits here may be higher or lower than overall.
